HSF1 activator – increases HSF-1 driven luciferase reporter signal. NIH3T3-HGL HSF-1 luciferase reporter, MG132, 8 h; 100% = twice DMSO control signal. activation, % at 9 µM. actives 1.7% (n = 300,000). AID 504408;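 active = mean replicate activation of at least 50% with a set share of replicates each reaching 50%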;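 note: 0% = median of the neutral control wells and 100% = twice that signal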
HSF1 inh – HSF1 inhibition; NIH3T3-HGL HSE-luciferase, MG132-induced, luminescence 8 h; stronger effect = lower value; actives 0.77% (n = 300,000); activity change, negative = inhibition, % at 7.5 µM (by protocol); AID 2098;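 active = more than half of replicate wells show activity change below -50%, luminescence cut by over half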;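 note: luciferase reports HSF-1 transcriptional activity via heat shock element; 0% = median of DMSO wells and -100% = zero luminescence signal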
HSP90 inh – inhibitors of HSP90 luciferase refolding in rabbit reticulocyte lysate. luciferase refolding luminescence, 3 h. inhibition, % at 5.6 µM. actives 0.91% (n = 290,000). AID 1789;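 active = inhibition above the screen-wide mean plus 3 SD, computed separately per campaign, cut at about 16% in these data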;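 note: 0% = DMSO wells and 100% = 60 µM geldanamycin wells; inhibitors lower the luminescence because luciferase stays unfolded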
aSyn UTR inh – MLPCN primary screen, SNCA 5' untranslated region; inhibition, % (tested at 7.5 µM); alpha-synuclein 5'UTR reporter, inhibitor activity; AID 1813; actives 0.82% (n = 300,000); in the data active = inhibition above about 60%;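 note: H4 neuroglioblastoma cells stably carrying SNCA 5'UTR luciferase fusion; 0% = DMSO wells and 100% = positive control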
IEC-6 tox – kills IEC-6 intestinal cells in KLF5 counter-screen; inhibition, % at 5 µM; IEC-6 cytotoxicity, luminescence viability; actives 0.78% (n = 290,000); AID 1825; in the data active = inhibition above about 22%;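 note: 0% = plate median of test compound wells and 100% = cytotoxic reference compound wells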
GSK3A inh – inhibitors of human GSK-3 alpha kinase; actives 0.1% (n = 320,000); inhibition, % at 10 µM; ADP-Glo luminescence, 60 min;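 in the data active = inhibition above about 50%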;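 note: GST-tagged GSK-3 alpha with peptide substrate and 25 µM ATP; 0% = DMSO neutral wells and 100% = GW8510 positive control wells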
Target sequence (P49840 whole entry, looked up): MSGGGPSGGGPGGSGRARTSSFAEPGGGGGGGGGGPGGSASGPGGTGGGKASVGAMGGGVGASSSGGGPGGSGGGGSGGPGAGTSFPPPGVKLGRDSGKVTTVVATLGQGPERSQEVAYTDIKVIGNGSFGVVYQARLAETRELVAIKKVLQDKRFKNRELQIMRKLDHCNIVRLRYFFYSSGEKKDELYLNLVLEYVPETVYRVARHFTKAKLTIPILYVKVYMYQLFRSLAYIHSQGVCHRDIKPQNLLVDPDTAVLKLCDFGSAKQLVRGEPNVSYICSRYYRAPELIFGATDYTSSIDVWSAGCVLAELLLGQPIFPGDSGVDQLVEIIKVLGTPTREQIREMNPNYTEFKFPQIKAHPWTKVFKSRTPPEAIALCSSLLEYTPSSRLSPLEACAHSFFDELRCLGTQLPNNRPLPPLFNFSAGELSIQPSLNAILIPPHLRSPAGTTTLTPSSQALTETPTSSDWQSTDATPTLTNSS
GSK3B inh – human GSK3beta kinase inhibition; GST-GSK3beta kinase, ADP-Glo luminescence, 60 min; stronger effect = lower value; activity score (negative = inhibition), % at 10 µM; AID 2097; actives 0.038% (n = 300,000); P49841;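 active = more than half of replicate wells score below -50%, meaning over 50% inhibition versus plate controls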;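 note: 0% = median DMSO wells and -100% = median GW8510 positive control wells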
Target sequence (P49841 whole entry, looked up): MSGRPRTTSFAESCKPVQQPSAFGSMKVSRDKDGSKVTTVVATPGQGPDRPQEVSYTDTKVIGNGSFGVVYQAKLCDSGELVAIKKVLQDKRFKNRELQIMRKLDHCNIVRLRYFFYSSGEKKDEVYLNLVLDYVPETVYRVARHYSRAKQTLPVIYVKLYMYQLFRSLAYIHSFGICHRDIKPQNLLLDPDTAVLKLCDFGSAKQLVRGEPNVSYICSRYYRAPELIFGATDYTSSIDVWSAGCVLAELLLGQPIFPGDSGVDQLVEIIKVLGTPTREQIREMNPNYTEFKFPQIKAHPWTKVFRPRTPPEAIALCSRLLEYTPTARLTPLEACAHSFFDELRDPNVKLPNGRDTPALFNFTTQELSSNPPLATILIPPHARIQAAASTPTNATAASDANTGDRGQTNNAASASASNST
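Assay system: GST-tagged human GSK3beta kinase, cell-free; Input: 1.6 ng GSK3beta; Medium: Tris/MgCl2 kinase buffer; Timing: 60 min enzyme reaction, room temperature; Signal: ADP-Glo luminescence quantifying ADP generated by kinase; Evaluation: score relative to plate controls; Benchmarks: DMSO neutral wells and GW8510 at 20 µM as positive.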
AI-2 QS mod – modulators of Vibrio harveyi AI-2 quorum sensing system; Vibrio harveyi JMH597 AI-2 luminescence/OD600 ratio, 9 h; stronger effect = lower value; strain lacks LuxN and CqsS sensors; 0 = neutral-control median; activity change, % at 7.5 µM; actives 0.4% (n = 300,000); AID 2094; in the data active = activity change below about -75%, passing the limit was not always enough;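 note: luminescence divided by OD600 gain over 9 h not by final OD600 alone; inactives centre near 13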
KLF5 inh – kruppel-like factor 5 inhibition; DLD-1 KLF5 promoter-luciferase reporter, luminescence; inhibition, % at 5 µM; actives 0.23% (n = 290,000); AID 1700;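 active = inhibition above a per-plate limit of that plate's mean compound inhibition plus 3 SD, cut at about 60% in these data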;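 note: 0% = DMSO wells and 100% = LY294002 at 200 µM; higher means less KLF5 promoter-driven luciferase light; inactives centre near -14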
HIF activator – HIF pathway transcriptional activation | U2OS HRE-luciferase reporter, luminescence; normalized: DMSO 0%, desferrioxamine 100% | activation, % at 7.5 µM (by protocol) | actives 0.32% (n = 300,000) | AID 1910;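 active = mean activation of at least 10% of the iron chelator positive control signal, with at least half of replicates also reaching 10%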
* hit, by the source's call; · = no result given.

Order of results – HSF1 activator | HSF1 inh | HSP90 inh | aSyn UTR inh | IEC-6 tox | GSK3A inh | GSK3B inh | AI-2 QS mod | KLF5 inh | HIF activator
CCOC(=O)c1nc2sc3c(c2c(=O)[nH]1)CCC(C)C3 (stereo unspecified)
    7.2 | -0.9 | 4.2 | -23.8 | -4.5 | -0.9 | 2.6 | -3.6 | -18.8 | 0.0
COC(=O)c1nc(-c2ccc(C)cc2)oc1N(C)C
    -13.0 | -2.4 | 1.9 | -20.5 | 8.4 | 0.8 | 4.5 | 7.1 | -10.9 | 0.4
Cc1sc2ncnc(N3CCC(C(=O)NNC(=O)COc4ccccc4Cl)CC3)c2c1C
    -8.6 | -18.3 | · | 39.4 | · | 9.1 | -1.3 | -5.5 | · | -0.3
O=C(Nc1ccccc1C(F)(F)F)N1CCN(c2ccc3nncn3n2)CC1
    -7.1 | 1.1 | 3.0 | 21.7 | -10.4 | -0.9 | 4.8 | 19.4 | -26.1 | -0.2
Cc1cccc(COC(=O)C(Cc2ccccc2)NC(N)=O)c1 (stereo unspecified)
    -2.8 | -3.8 | 0.1 | -8.3 | -0.7 | -0.4 | 2.7 | 16.5 | -10.7 | -0.7
O=C(C1CC(=O)N(c2ccc3c(c2)OCCO3)C1)N1CCN(c2cccc(C(F)(F)F)c2)CC1 (stereo unspecified)
    -9.3 | -3.9 | · | 21.3 | · | -1.1 | -2.8 | 25.3 | · | -0.5
CCCc1cc(=O)[nH]c(SCC(=O)N2CCCC2=O)n1
    5.1 | 5.6 | · | -9.6 | · | -2.3 | 1.5 | 27.8 | · | 0.4
COC(=O)C1CCN(C(=O)Nc2ccc(OC)cc2)CC1
    -8.9 | -6.3 | -5.4 | -18.3 | -6.2 | -3.4 | -0.7 | 20.4 | -37.7 | 0.6
O=C(COc1coc(CN2CCN(c3cccc(Cl)c3)CC2)cc1=O)NC1CCCC1
    1.8 | 3.7 | · | 9.8 | · | -0.9 | -3.4 | 19.4 | · | -0.3
N#C/C(=C/c1cc(Cl)c(O)c(Cl)c1)C(=O)N1CCCCC1
    0.4 | -5.6 | 3.6 | -2.2 | 0.9 | 0.2 | 0.0 | 18.9 | 2.5 | 1.3
CC1CCCN(C(=O)c2ccc(-c3ccccc3Cl)o2)C1 (stereo unspecified)
    58.2* | 31.0 | · | -135.9 | · | 0.2 | -0.4 | 18.6 | · | 3.3
O=C(CCCOc1ccc(Cl)cc1Cl)Nc1ccc(O)cc1C(=O)O
    8.8 | -4.2 | 0.1 | -1.4 | 0.1 | -2.3 | 5.6 | 9.1 | -33.4 | 0.1
COc1ccccc1CN1C[C@@H]2C[C@@H](C3=Cc4cc(Cl)ccc4OC3)N3CCC[C@@]23C1=O
    -38.1 | -19.9 | 1.5 | -8.1 | -0.9 | -2.7 | -3.1 | 24.8 | -7.1 | -0.1
O=S(=O)(NCc1ccccc1)c1cccc2nonc12
    -3.4 | -7.0 | 1.4 | 24.1 | -1.8 | -5.2 | 3.3 | 27.7 | -11.3 | 0.3
CCc1nnc(NS(=O)(=O)c2ccc(N/C=C\C(=O)c3ccc(C)cc3)cc2)s1
    2.7 | 0.2 | -0.9 | -14.2 | -4.3 | -1.3 | -0.1 | -2.5 | -23.5 | -0.1
Cc1c(NC(=O)c2cc(-n3cnnc3)ccc2Cl)cccc1-c1nc2ccccc2o1
    · | · | 1.3 | · | -0.3 | 0.5 | 2.6 | 0.3 | -40.3 | ·
O=C(CO/N=C/c1ccccc1OC(F)F)NC1CCCCC1
    -33.9 | -9.4 | -5.2 | 25.9 | 3.0 | -2.3 | 2.2 | 8.6 | -6.8 | 0.0
COc1ccccc1CCN1C(=S)NC(C)(C)CC1(C)O (stereo unspecified)
    17.8 | 4.4 | -1.9 | -1.1 | 6.1 | -0.8 | -0.7 | 1.7 | -7.4 | 0.1
COc1ccc(S(=O)(=O)N(C)C)cc1NCC(=O)Nc1ccc(Br)cc1F
    -6.5 | -14.2 | -2.7 | 24.4 | -2.4 | -0.6 | 0.7 | 25.2 | -3.3 | -0.2
COc1ccc(C(=O)/C=C/Nc2ccc(S(=O)(=O)Nc3ncccn3)cc2)cc1
    36.2 | 0.1 | 3.0 | 4.1 | 10.6 | -0.9 | -1.4 | 2.2 | 0.1 | -0.3
CCN(C(=O)Cc1c(C(=O)O)n(C)c2ccccc12)c1cccc(C)c1
    -17.6 | 5.8 | -1.3 | 7.3 | 0.8 | -2.4 | 2.8 | -9.1 | 9.1 | 0.6
Cc1ccc(Nc2nc(-c3cccs3)cs2)nc1
    -21.7 | -23.7 | 16.6* | 47.2 | 6.2 | 1.2 | -0.1 | 30.2 | -34.3 | -4.7
O=C(Cn1cnc2c(nnn2-c2ccc(F)cc2)c1=O)NCC1CCCO1 (stereo unspecified)
    -8.5 | -5.1 | 8.5 | 31.5 | 1.5 | -0.5 | -3.5 | 7.1 | -8.6 | ·
CCOc1ccc(/C=C2/SC(=S)N(n3c(C)ccc3C)C2=O)cc1
    9.4 | 6.1 | 0.8 | 15.0 | 6.7 | -3.5 | -0.7 | 26.2 | 7.9 | -0.3
Cc1ccc(NC(=O)OCCNC(=O)c2ccncc2)cc1
    19.3 | 6.7 | 2.0 | -48.8 | 1.4 | -1.2 | -3.5 | 24.8 | -29.1 | 0.8
NC(=O)c1ccc(NC(=O)CCN=C2NS(=O)(=O)c3ccccc32)cc1
    11.8 | -1.1 | · | 11.0 | · | -3.2 | -2.4 | 12.0 | · | 0.3
CC(C)NC(=S)N/N=C/c1cccnc1
    3.3 | -5.6 | 5.7 | 3.2 | 9.3 | -2.4 | 1.0 | 8.7 | 5.1 | 1.6
Cc1cccc(COc2ccc(/C=N/NC(=O)c3nnn(-c4nonc4N)c3CN3CCCCC3)cc2)c1
    10.5 | 9.8 | 13.4 | -100.8 | -7.1 | 1.5 | -0.3 | 19.8 | -77.5 | 1.8
COCC(=O)Nc1sc2c(c1C(=O)OC)C(C(=O)OC)CC2 (stereo unspecified)
    3.8 | 0.9 | 5.7 | 1.5 | 13.6 | 0.3 | 4.2 | 19.6 | -10.2 | 0.2
CC(=O)Nc1cc(NC(=O)CCCC(=O)O)ccc1Cl
    -4.4 | -3.2 | -0.7 | 7.1 | -4.4 | 0.5 | 1.8 | 3.0 | -31.1 | 0.6
CCCS(=O)(=O)N1CCCC(C(=O)NCCc2cccc(C)c2)C1 (stereo unspecified)
    5.1 | 0.4 | -2.5 | 3.1 | 0.2 | 1.2 | 0.8 | 14.8 | -47.6 | -0.9
Cc1cc(NC(=O)c2cc3n(n2)C(C(F)(F)F)CC(c2ccc(Cl)c(Cl)c2)N3)no1 (stereo unspecified)
    12.3 | -3.1 | -2.1 | 20.8 | -8.2 | 1.3 | -1.6 | 18.4 | -47.1 | -0.7
O=C1/C(=C/c2cccnc2)SC(=S)N1c1ccc(F)cc1
    1.5 | 1.6 | -0.7 | 14.9 | 11.4 | -1.1 | -1.9 | 9.9 | 2.5 | 0.1
Cc1ccc(OCCC(=O)OCC(=O)NC(=O)NCc2ccccc2)cc1
    -0.7 | 3.1 | · | -5.4 | · | -2.9 | 1.5 | 19.1 | · | -0.1
O=S(=O)(/C=C/c1ccccc1)N1CCN(Cc2ccccc2)CC1
    2.5 | 4.2 | 1.0 | 11.0 | -3.9 | -1.2 | 2.5 | 26.7 | 4.8 | 0.0
Cn1ccnc1CN1CCN(C(=O)c2cc(COc3ccc(F)c(F)c3)on2)CC1
    -11.9 | 1.0 | -5.6 | -1.0 | -9.4 | 2.9 | 2.1 | 48.7 | -11.7 | -0.2
CSc1nsc(SCC(=O)Nc2ccccc2C(N)=O)n1
    9.5 | -7.3 | 2.5 | -0.7 | 0.8 | -2.4 | 2.5 | 18.3 | 2.0 | 0.0
Cn1cc(CNCc2cnc3ccccn23)c(-c2ccc(Oc3ccccc3)cc2)n1
    6.9 | -0.9 | 0.4 | 0.1 | 6.6 | -3.1 | 2.6 | 6.7 | 0.2 | -0.2
CC1(C)C[C@H](O)[C@@]23C[C@@H](OC2=O)[C@]2(C)C(=CCC4[C@@]5(C)CC[C@H](O)C(C)(C)C5CC[C@]42C)[C@@H]3C1 (stereo partly specified)
    8.2 | 1.3 | · | 3.5 | · | 0.5 | -0.8 | 11.0 | · | -0.2
O=C(c1ccc2ccccc2n1)N1CCN(Cc2c(F)cccc2Cl)CC1
    -7.9 | -1.3 | -2.0 | 1.6 | 3.2 | 0.4 | 0.7 | 27.8 | 11.2 | 1.0
CCn1ncc(CN2CCC(Oc3ccc(C(=O)N4CCCC4)cc3)CC2)c1C
    -5.8 | -7.7 | 1.4 | 9.4 | 2.3 | -1.8 | 0.9 | 12.2 | -13.3 | -0.6
O=C(O)CCC(=O)N1CCc2cc(S(=O)(=O)NCc3cccs3)ccc21
    -7.8 | -1.3 | 0.2 | 5.9 | 3.7 | -1.0 | 2.2 | 25.5 | 3.4 | 0.0
CCn1c(SCC(=O)N(C)C2CCS(=O)(=O)C2)nnc1-c1ccccc1 (stereo unspecified)
    0.8 | -3.4 | -0.6 | -0.1 | 1.5 | -1.7 | 1.5 | -5.2 | 6.9 | -0.2
COc1cccc(C(=O)NC(=S)Nc2ccc(Cl)cc2C(=O)O)c1
    0.6 | 9.7 | -0.6 | 9.3 | -3.2 | · | 2.8 | 19.0 | -5.5 | -0.4
O=C(Cc1cccc2ccccc12)Nc1nc2ccccc2[nH]1
    3.0 | 10.4 | -1.6 | -6.1 | -1.7 | -2.2 | -1.5 | 23.8 | 2.4 | 0.0
CCN(CC)CCn1c(NCc2cccc(OC)c2OC)nc2ccccc21
    -0.5 | -4.6 | 0.8 | -18.7 | 4.3 | · | 4.4 | 18.8 | 2.0 | -0.2
COCCNC(=O)CN(C(=O)CCC(=O)Nc1ccccn1)c1ccccc1OC
    -7.2 | -3.6 | 1.5 | 17.9 | -1.4 | -2.0 | 2.9 | 13.5 | -31.5 | -1.0
O=C(c1ccccc1Cc1ccccc1)N1CCN(S(=O)(=O)c2ccccc2)CC1
    5.4 | 6.6 | -1.0 | -1.3 | -0.9 | 4.4 | -5.0 | -6.7 | -18.7 | 0.1
CCOC(=O)C1(Cc2ccccc2)CCCN(Cc2ccc(OCCO)cc2)C1 (stereo unspecified)
    19.2 | -6.6 | 4.3 | -7.0 | -1.0 | -0.2 | -1.9 | 37.3 | 1.1 | -0.3

One compound at a time (already shown). Order of screens: HSF1 activator | HSF1 inh | HSP90 inh | aSyn UTR inh | IEC-6 tox | GSK3A inh | GSK3B inh | AI-2 QS mod | KLF5 inh | HIF activator
Record of NC(=O)c1ccc(NC(=O)CCN=C2NS(=O)(=O)c3ccccc32)cc1 : 11.8 | -1.1 | · | 11.0 | · | -3.2 | -2.4 | 12.0 | · | 0.3
Record of Cc1cc(NC(=O)c2cc3n(n2)C(C(F)(F)F)CC(c2ccc(Cl)c(Cl)c2)N3)no1 (stereo unspecified) : 12.3 | -3.1 | -2.1 | 20.8 | -8.2 | 1.3 | -1.6 | 18.4 | -47.1 | -0.7

Screens deposited in PubChem BioAssay by several laboratories.
